Source: PubChem BioAssay
ASM inhibitor: Inhibitors of Secretory Acid Sphingomyelinase (S-ASM): qHTS | 340,000 compounds, 0.006% hits | AID 504937, 2011 | Sphingomyelin phosphodiesterase (Homo sapiens), P17405 | Potency, µM (highest dose often 57.5 µM), inactives show at the top dose activity change, negative = inhibition, usual class: inhibitors | placental ASM, HMU-PC fluorogenic substrate, 60 min; note: potency is the fitted concentration of half-maximal effect
Target sequence (P17405 47-631 limits assumed): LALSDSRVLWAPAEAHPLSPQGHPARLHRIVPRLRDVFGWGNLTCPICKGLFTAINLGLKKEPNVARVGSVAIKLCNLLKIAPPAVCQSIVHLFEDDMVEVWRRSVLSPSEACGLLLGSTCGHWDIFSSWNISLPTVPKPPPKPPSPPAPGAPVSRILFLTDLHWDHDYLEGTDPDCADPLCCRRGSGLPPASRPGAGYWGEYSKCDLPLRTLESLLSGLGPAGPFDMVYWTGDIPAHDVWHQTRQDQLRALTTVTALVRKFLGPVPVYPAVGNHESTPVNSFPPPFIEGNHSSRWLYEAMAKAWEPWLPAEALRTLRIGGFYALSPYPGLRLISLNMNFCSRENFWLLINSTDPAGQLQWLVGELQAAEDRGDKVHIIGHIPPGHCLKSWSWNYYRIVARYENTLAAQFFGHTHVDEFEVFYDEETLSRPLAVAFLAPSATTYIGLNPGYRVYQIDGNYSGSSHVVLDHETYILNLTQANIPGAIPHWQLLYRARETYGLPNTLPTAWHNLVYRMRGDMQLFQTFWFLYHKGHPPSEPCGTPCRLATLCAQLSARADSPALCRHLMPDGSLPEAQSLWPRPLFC
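Human placenta-derived ASM enzyme was preincubated with compound for 10 minutes at room temperature, then given fluorogenic substrate HMU-PC0 (9 uM final) for 60 minutes at 37 °C; a pH 10 stop preceded fluorescence reading at Ex 386/Em 447 nm.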
p53 reactivator: qHTS assay for re-activators of p53 using a Luc reporter; H1299 p53-A138V BP100-luciferase reporter, luminescence, 24 h; Potency, µM (highest dose often 92.2 µM), for the others: at the highest dose activity change, positive = activation, usual class: activators; 320,000 compounds, 0.063% hits; note: potency is the fitted concentration of half-maximal effect; % of control where 0% means no effect; nearly all actives have a fitted effect of over 45% in size
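p53-null H1299 cells stably carrying temperature-sensitive p53-A138V and a BP100-luciferase reporter were pinned with compounds (4-point, 1:5 series) and held 24 hrs at 37 deg C. Luminescence was read 10 min after detection reagent.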
TSG101-PTAP inh: qHTS Assay for Iinhibitors of HIV-1 Budding by Blocking the Interaction of PTAP/TSG101; Fluorescence polarization, FITC-PTAP peptide / Tsg101 binding; 340,000 tested, under 10 active; Tumor susceptibility gene 101 protein (Homo sapiens), Q99816; Potency, µM (series often up to 115 µM), inactives show at the highest dose activity change, negative = inhibition, most hits filed as inhibitors; active = well fitted inhibition curve with a large enough effect in the main read-out, with a control signal flat, not every such curve was filed as active; inconclusive = small, poorly fitted or top-dose-only effect, or effect the other way, or a change in a side signal; inactive = no such curve, though single readings can be large or run the other way; note: potency is the fitted concentration of half-maximal effect; % of control where 0% means no effect
Target sequence (Q99816 whole entry, looked up): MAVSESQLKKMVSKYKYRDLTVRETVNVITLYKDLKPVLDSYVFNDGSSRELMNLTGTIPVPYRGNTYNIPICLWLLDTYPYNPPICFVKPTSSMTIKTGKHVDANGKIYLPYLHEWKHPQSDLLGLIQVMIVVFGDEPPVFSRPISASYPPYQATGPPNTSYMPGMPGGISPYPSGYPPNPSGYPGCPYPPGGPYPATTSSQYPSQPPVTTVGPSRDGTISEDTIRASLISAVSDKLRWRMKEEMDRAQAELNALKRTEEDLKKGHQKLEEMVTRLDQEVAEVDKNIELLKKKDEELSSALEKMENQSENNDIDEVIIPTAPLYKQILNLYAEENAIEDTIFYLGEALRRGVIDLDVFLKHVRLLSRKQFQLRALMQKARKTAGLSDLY
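Tsg101 binding domain (10 uM final) was mixed with compound and a FITC-labeled PTAP peptide (50 nM final) in HEPES pH 7.5 buffer with NaCl, Tween 20, EDTA and TCEP; fluorescence polarization was read after 20 min at r.t.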
B2AR arrestin: qHTS assay of beta-arrestin-biased ligands of beta2-adrenergic receptor. Beta-2 adrenergic receptor (Homo sapiens), P07550. beta-arrestin recruitment to beta2AR, cell-based reporter. Potency, µM (titrated, usually from 46.1 µM), inactives show top-dose activation, most hits filed as activators. 330,000 compounds, 0.02% hits;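 note: potency is the fitted concentration of half-maximal effect; 0% = DMSO controls and full agonism = EC100 isoproterenol or metaproterenol; nearly all actives have a fitted effect of over 65% in size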
Integrin act MD: qHTS for Activators of Integrin-Mediated Alleviation for Muscular Dystrophy. alpha7betagal myoblasts, beta-gal FDG fluorescence, 48 h. AID 624291, 2012. Potency, µM (highest dose often 38.3 µM), for inactives: top-dose activation, most hits filed as activators. 350,000 compounds, 0.064% hits;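 note: potency is the fitted concentration of half-maximal effect; 100% = response of the positive control SU9516; nearly all actives have a fitted effect of over 60% in size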
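alpha7betagal+/- myoblasts (passage 13, 250/well) treated 48 h at 37C with compounds at 1:260 dilution of DMSO stock. Lysed, then beta-galactosidase activity read as FDG fluorescence (ex 480/em 540) after 30 min, with pre-read for autofluorescence.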
USP2a inh: qHTS Assay for Inhibitors of Ubiquitin-specific Protease USP2a Using CHOP2 as the Reporter; Ubiquitin carboxyl-terminal hydrolase 2 (Homo sapiens), O75604; USP2 core, Ub-CHOP2 coupled fluorogenic reporter, 485/531; Potency, µM (doses to about 38.3 µM), inactives show top-dose activity change, negative = inhibition, actives largely listed as inhibitors; 330,000 compounds, 0.01% hits; AID 463254, 2010;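 note: potency is the fitted concentration of half-maximal effect; plate controls were DMSO wells for no effect and full inhibition by NEM control for full effect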
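USP2 core (10nM final) preincubated 30min RT with compound in 20mM Tris-HCl pH 8.0, 2mM CaCl2, 2mM beta-mercaptoethanol, 0.05% CHAPS; 25nM Ub-CHOP2 plus 25nM reporter substrate added, fluorescence (Ex485/Em531) read after 60min.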
TRPV1 ag: HTS Assay for Compounds that Act as Agonists of the Vanilloid Receptor 1; TRPV1-expressing cells, Fluo-8 calcium influx, agonist mode; activation, % at 8.33 µM; 320,000 compounds, 0.19% hits; in the data active = activation above about 80%; inconclusive = between about 30% and that limit; note: 0% is about no effect
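Cells expressing TRPV1 were dye-loaded with Fluo-8 and read kinetically: 10 s baseline, 3 min after compound (agonist portion), then 2 min after EC20 capsaicin (allosteric enhancer portion). Calcium-bound dye fluorescence at 480/520 nm.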
BRCA1 expr act: qHTS Assay to Identify Small Molecule Activators of BRCA1 Expression; MCF7-BRCA1-FFLuc reporter, luminescence, 48 h; response scale: scaled: vehicle 0%, 10 µM genistein 100%; Potency, µM (titrated, usually from 46.1 µM), for inactives: at the highest dose activation, usual class: activators; 380,000 compounds, 1.1% hits; AID 624202, 2012; note: potency is the fitted concentration of half-maximal effect; nearly all actives have a fitted effect of over 80% in size; some results filed as inactive show a strong effect at the top dose
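Luminescence from a BRCA1-driven firefly luciferase in MCF7 cells was read after 48 h compound exposure at 37 C. Data normalized against DMSO and a 10microM genistein activation control, then curve-fitted across the titration.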
Eya2 inh: qHTS Assay for Inhibitors of the Phosphatase Activity of Eya2. Protein phosphatase EYA2 (Homo sapiens), O00167. recombinant Eya2, OMFP fluorescence dephosphorylation (OMFP is methylfluorescein phosphate). Potency, µM (series often up to 76.9 µM), for inactives: at the top dose activity, negative = inhibition, most hits filed as inhibitors. 330,000 compounds, 0.006% hits. AID 488837, 2010; note: potency is the fitted concentration of half-maximal effect; % is set by controls: 0 for no effect and ±100 for the full control effect
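Eya2 (0.2 uM) preincubated 10 min at ambient with compound, then OMFP substrate added at 50 uM; 10 min reaction in 50 mM HEPES pH 7.5, 50 mM NaCl, 5 uM MgCl2, 0.05% BSA, 1 mM DTT. Fluorescence read at Ex 485/Em 525 nm.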
ELG1 genotox: qHTS screen for small molecules that induce genotoxicity in human embryonic kidney (HEK293T) cells expressing luciferase-tagged ELG1. Potency, µM (titrated, usually from 46 µM), inactives show top-dose activity change, positive = activation, usual class: activators. AID 504466, 2011. 330,000 compounds, 1.3% hits. HEK293T ELG1-luciferase reporter, luminescence, 16 h; note: potency is the fitted concentration of half-maximal effect; % of control where 0% means no effect; nearly all actives have a fitted effect of over 60% in size
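ELG1-luciferase HEK293T cells, 2,000/well; compound pinned in; 16 hr, 37 °C, 5% CO2; ONE-Glo, 30 min RT; luminescence on CCD imager.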
uPA generation: qHTS for Inhibitors of Cell Surface uPA Generation; Potency, µM (series often up to 38.3 µM), for the others: at the highest dose activity change, negative = inhibition, most hits filed as inhibitors; AID 540303, 2011; 330,000 compounds, 0.31% hits; cell surface uPA generation assay, qHTS; active = well fitted inhibition curve with a large enough effect; inconclusive = small, poorly fitted or top-dose-only effect; inactive = no such curve, though single readings can be large or run the other way; tested in mouse RAW 264.7 cells; note: potency is the fitted concentration of half-maximal effect; % is set by controls: 0 for no effect and ±100 for the full control effect; nearly all actives have a fitted effect of over 55% in size
* = called active by the depositor; ? = inconclusive; · = not tested or not shown; [ ] = remark or other dose. Unless noted, calls come from the whole dose curve; as a rule, active = well fitted curve in the direction sought with a large enough effect; inconclusive = small, poorly fitted or top-dose-only effect, or another doubt; inactive = no such curve, though single readings can be large; an effect the other way counts as inactive or inconclusive.

No.	compound	ASM inhibitor	p53 reactivator	TSG101-PTAP inh	B2AR arrestin	Integrin act MD	USP2a inh	TRPV1 ag	BRCA1 expr act	Eya2 inh	ELG1 genotox	uPA generation
1	COCCN(C(=O)Cc1coc2cc(C)c(C)cc12)c1c(N)n(Cc2ccccc2)c(=O)[nH]c1=O	-1%	-3%	1%	-0.5%	-7%	2%	3	-4%	-4%	-1%	1%
2	Cn1c(SCC(=O)Nc2ccc(Br)cc2)nc(O)cc1=O	3%	2%	-1%	-0.4%	7%	4%	-1	1%	7%	-1%	1%
3	CCc1ccccc1NC(=O)c1ccccc1Sc1ccc([N+](=O)[O-])cc1Cl	-15%	-1%	-4%	-0.1%	0%	-4%	-3	-16%	-7%	-7%	?
4	COc1ccc(N2C3=C(CC4=C2CCCC4=O)C(=O)CCC3)cc1	431%[activator]	-1%	-9%	-0.1%	-16%	4%	3	4%	0%	-5%	7%
5	C/C(=N\OCc1cccc(C(=O)O)c1)c1ccc(Cl)cc1	5%	-11%	4%	-0.1%	-4%	0%	-9	?	-3%	?	-7%
6	CCc1ccc2c(c1)[C@]1(C(=O)N2)[C@@H]2C(=O)N(Cc3ccccc3)C(=O)[C@@H]2[C@@H]2CCCN21	-4%	-5%	-5%	-0.3%	-12%	1%	?	38%	4%	1%	6%
7	COc1ccc(-c2cn3cccnc3n2)cc1NC(=O)c1cccs1	225%[activator]	-6%	-2%	-0.9%	8%	5%	0	19%	-7%	0%	5%
8	COc1cccc(NC(=S)N2CCc3cc(OC)c(OC)cc3C2COc2ccc3c(C)cc(=O)oc3c2)c1 (stereo not drawn)	55%[activator]	-16%	-1%	-0.7%	-4%	-1%	0	19%	4%	1%	-2%
9	O=C(Nc1cccc(S(=O)(=O)N2CCCCC2)c1)C1COc2ccccc2O1 (stereo not drawn)	-2%	20%	-5%	-0.1%	5%	0%	·	3%	0%	-8%	0%
10	CC(=O)c1c(C)[nH]c(C(=O)COC(=O)C2(C)CC2(Cl)Cl)c1C (stereo not drawn)	0%	23%	1%	0.2%	?	-1%	·	55%	4%	1%	?

More compounds follow:
No.	compound	ASM inhibitor	p53 reactivator	TSG101-PTAP inh	B2AR arrestin	Integrin act MD	USP2a inh	TRPV1 ag	BRCA1 expr act	Eya2 inh	ELG1 genotox	uPA generation
11	O=C(Cn1cc2c(n1)CCCC2)N1CCCc2ccccc21	-2%	4%	1%	-0.6%	25%	1%	3	28%	11%	?	-4%
12	CSc1ccccc1C(=O)NC1CCCN(c2ccc(C(F)(F)F)cn2)C1 (stereo not drawn)	-5%	-11%	-8%	0.5%	-1%	0%	14	-25%	4%	0%	-4%
13	O=C(NCCCn1ccnc1)c1cn(-c2ccccc2)nc1-c1ccc(F)cc1	5%	?	4%	-1.1%	11%	-1%	23	4%	19%	5%	-13%
14	O=C(N/N=C/c1ccco1)c1csc2c1CCCC2	2%	12%	-3%	-1.5%	3%	-1%	20	34%	2%	?	1%
15	Cn1c(C(=O)NCc2ccccc2)cc2oc3ccccc3c21	-9%	14%	6%	0.1%	-13%	-5%	0	120%	-10%	7%	6%
16	O=C(Nc1cccnc1)c1cnc2ccccc2n1	3%	?	-6%	-0.5%	-3%	3%	5	-7%	-2%	?	3%
17	O=C1N/C(=N\S(=O)(=O)Cc2ccccc2)S/C1=C/c1cccc([N+](=O)[O-])c1	3%	1%	-6%	0.0%	-36%	3%	1	6%	-26%	7%	-2%
18	O=C(Cn1nnc(-c2ccc(F)cc2)n1)N1CCCCC1	1%	-3%	-2%	-0.3%	-27%	0%	-2	26%	2%	7%	10%
19	COc1ccc(C)cc1NC(=O)CSCc1ccccc1C	4%	·	-1%	-0.3%	21%	-1%	?	-19%	-18%	-6%	5%
20	CC(=O)c1ccc(N2CCN(CC(O)c3ccccc3)CC2)cc1 (stereo not drawn)	0%	0%	-3%	-1.2%	4%	3%	-1	-1%	3%	3%	-1%

Following part
No.	compound	ASM inhibitor	p53 reactivator	TSG101-PTAP inh	B2AR arrestin	Integrin act MD	USP2a inh	TRPV1 ag	BRCA1 expr act	Eya2 inh	ELG1 genotox	uPA generation
21	CN(CCc1cnn(C)c1)C(=O)CCc1nnc(CCCc2ccccc2)o1	5%	16%	-6%	0.2%	12%	0%	1	40%	-16%	9%	0%
22	O=C(NCc1ccc(F)cc1)C(=O)NCC1OCCN1S(=O)(=O)c1cccs1 (stereo not drawn)	1%	-1%	-1%	-0.4%	14%	2%	1	16%	-6%	1%	9%
23	CC(C)C[C@H]1CNC(=S)N1CC1CCCN1C[C@H](CC(C)C)N1C[C@H](CC(C)C)N(CC2CCCCCC2)C1=S (stereo partly drawn)	-11%	·	1%	·	13%	·	·	11%	·	·	11%
24	Cc1ccccc1NC(=O)C(Cl)=C(Cl)Cl	1%	?	-1%	0.3%	-61%[inhibitor]	0%	1	-73%	-16%	-18%	-9%
25	C/C=C/C(=O)Nc1cccc(C(F)(F)F)c1	5%	-11%	0%	-0.1%	21%	4%	10	17%	4%	5%	-5%
26	Cc1ccc(S(=O)(=O)N2CCOCC2)cc1C(=O)N1CCCC1	-1%	-3%	-5%	-0.3%	-35%	3%	-1	1%	1%	2%	-4%
27	O=C(O)c1cccc(N2C(=O)c3cccc4c(Cl)ccc(c34)C2=O)c1	31%	-2%	-16%	0.1%	-11%	2%	-3	-29%	-7%	3%	0%
28	COC(=O)c1sccc1NS(=O)(=O)c1ccccc1[N+](=O)[O-]	2%	15%	-1%	-0.4%	-5%	1%	-1	-2%	26%	-3%	-2%
29	OCC(O)C1OC(Nc2ccc(Br)cc2)C(O)C1O (stereo not drawn)	1%	1%	2%	0.0%	-4%	-2%	0	-8%	-2%	4%	7%
30	CC1(NC(=O)CCNC(=O)c2ccc(C(C)(C)C)cc2)CCS(=O)(=O)C1 (stereo not drawn)	2%	0%	-8%	-1.7%	28%	2%	5	3%	-13%	3%	-4%

Next records follow:
No.	compound	ASM inhibitor	p53 reactivator	TSG101-PTAP inh	B2AR arrestin	Integrin act MD	USP2a inh	TRPV1 ag	BRCA1 expr act	Eya2 inh	ELG1 genotox	uPA generation
31	CNC(=S)Nc1cc(OC)ccc1OC	3%	8%	5%	-0.1%	22%	2%	-1	0%	-5%	-7%	-2%
32	CC(C)(C)NC(=O)C(OC(=O)Cn1nnc(-c2ccc(F)cc2)n1)c1ccncc1 (stereo not drawn)	4%	2%	-13%	0.3%	23%	4%	2	7%	-10%	0%	-1%
33	COCC(C)NC(=O)NC(=O)c1ccc(Cl)cc1 (stereo not drawn)	-1%	19%	-4%	-0.1%	22%	0%	5	26%	10%	2%	-10%
34	COc1ccc(-n2cc(-c3ccccc3)nc2SC)cc1	-4%	?	0%	-0.8%	17%	0%	2	?	0%	?	0%
35	C/C(=N\Nc1nnc(-c2ccccc2)c(-c2ccccc2)n1)c1cccc([N+](=O)[O-])c1	0%	28%	-4%	-0.6%	11%	5%	?	3%	5%	21µM*	·
36	CCn1cc(NC(=O)CCl)c(C)n1	·	-11%	·	0.5%	·	2%	-1	·	-1%	-9%	·
37	Nc1c(C(=O)c2ccccc2)sc(Nc2ccccc2)c1S(=O)(=O)c1ccccc1	-13%	-8%	-4%	-0.9%	-16%	2%	1	-2%[1.84 µM]	7%	1%	4%
38	NC(=O)c1cc(S(=O)(=O)N2CCN(c3cccc(Cl)c3)CC2)cs1	2%	1%	-4%	0.3%	-23%	1%	9	-2%	9%	-1%[9.26 µM]	9%
39	Cc1ccc(NC(=O)CS(=O)CC(=O)N(c2ccccc2F)C(C)C(=O)NC2CCCC2)cc1 (stereo not drawn)	-4%	-4%	-3%	-0.3%	-3%	3%	-1	-2%	-9%	3%	2%

No enrichment for hits; about 2.6% have a hit in one of these screens.
